Y pestis TopoI = Yersinia pestis topoisomerase I inhibitors, primary screen, biochemical, cleavage product accumulation, plate reader, single point; AID 504884, 2011; activity, % at 10 µM; 360,000 tested, 0.064% active; Y. pestis Topo-I cleavage product accumulation; in the data active = activity above about 50%, passing the limit was not always enough; also: inactives centre near 2
TcdB inh = TcdB glycohydrolase inhibitors, primary screen, biochemical, single point, plate reader | Toxin B (Clostridioides difficile), P18177 | inhibition, % at 9.99 µM | AID 652162, 2013 | 350,000 tested, 0.24% active | TcdB glycohydrolase enzymatic assay; in the data active = inhibition above about 10%
Target sequence (P18177 whole entry, looked up): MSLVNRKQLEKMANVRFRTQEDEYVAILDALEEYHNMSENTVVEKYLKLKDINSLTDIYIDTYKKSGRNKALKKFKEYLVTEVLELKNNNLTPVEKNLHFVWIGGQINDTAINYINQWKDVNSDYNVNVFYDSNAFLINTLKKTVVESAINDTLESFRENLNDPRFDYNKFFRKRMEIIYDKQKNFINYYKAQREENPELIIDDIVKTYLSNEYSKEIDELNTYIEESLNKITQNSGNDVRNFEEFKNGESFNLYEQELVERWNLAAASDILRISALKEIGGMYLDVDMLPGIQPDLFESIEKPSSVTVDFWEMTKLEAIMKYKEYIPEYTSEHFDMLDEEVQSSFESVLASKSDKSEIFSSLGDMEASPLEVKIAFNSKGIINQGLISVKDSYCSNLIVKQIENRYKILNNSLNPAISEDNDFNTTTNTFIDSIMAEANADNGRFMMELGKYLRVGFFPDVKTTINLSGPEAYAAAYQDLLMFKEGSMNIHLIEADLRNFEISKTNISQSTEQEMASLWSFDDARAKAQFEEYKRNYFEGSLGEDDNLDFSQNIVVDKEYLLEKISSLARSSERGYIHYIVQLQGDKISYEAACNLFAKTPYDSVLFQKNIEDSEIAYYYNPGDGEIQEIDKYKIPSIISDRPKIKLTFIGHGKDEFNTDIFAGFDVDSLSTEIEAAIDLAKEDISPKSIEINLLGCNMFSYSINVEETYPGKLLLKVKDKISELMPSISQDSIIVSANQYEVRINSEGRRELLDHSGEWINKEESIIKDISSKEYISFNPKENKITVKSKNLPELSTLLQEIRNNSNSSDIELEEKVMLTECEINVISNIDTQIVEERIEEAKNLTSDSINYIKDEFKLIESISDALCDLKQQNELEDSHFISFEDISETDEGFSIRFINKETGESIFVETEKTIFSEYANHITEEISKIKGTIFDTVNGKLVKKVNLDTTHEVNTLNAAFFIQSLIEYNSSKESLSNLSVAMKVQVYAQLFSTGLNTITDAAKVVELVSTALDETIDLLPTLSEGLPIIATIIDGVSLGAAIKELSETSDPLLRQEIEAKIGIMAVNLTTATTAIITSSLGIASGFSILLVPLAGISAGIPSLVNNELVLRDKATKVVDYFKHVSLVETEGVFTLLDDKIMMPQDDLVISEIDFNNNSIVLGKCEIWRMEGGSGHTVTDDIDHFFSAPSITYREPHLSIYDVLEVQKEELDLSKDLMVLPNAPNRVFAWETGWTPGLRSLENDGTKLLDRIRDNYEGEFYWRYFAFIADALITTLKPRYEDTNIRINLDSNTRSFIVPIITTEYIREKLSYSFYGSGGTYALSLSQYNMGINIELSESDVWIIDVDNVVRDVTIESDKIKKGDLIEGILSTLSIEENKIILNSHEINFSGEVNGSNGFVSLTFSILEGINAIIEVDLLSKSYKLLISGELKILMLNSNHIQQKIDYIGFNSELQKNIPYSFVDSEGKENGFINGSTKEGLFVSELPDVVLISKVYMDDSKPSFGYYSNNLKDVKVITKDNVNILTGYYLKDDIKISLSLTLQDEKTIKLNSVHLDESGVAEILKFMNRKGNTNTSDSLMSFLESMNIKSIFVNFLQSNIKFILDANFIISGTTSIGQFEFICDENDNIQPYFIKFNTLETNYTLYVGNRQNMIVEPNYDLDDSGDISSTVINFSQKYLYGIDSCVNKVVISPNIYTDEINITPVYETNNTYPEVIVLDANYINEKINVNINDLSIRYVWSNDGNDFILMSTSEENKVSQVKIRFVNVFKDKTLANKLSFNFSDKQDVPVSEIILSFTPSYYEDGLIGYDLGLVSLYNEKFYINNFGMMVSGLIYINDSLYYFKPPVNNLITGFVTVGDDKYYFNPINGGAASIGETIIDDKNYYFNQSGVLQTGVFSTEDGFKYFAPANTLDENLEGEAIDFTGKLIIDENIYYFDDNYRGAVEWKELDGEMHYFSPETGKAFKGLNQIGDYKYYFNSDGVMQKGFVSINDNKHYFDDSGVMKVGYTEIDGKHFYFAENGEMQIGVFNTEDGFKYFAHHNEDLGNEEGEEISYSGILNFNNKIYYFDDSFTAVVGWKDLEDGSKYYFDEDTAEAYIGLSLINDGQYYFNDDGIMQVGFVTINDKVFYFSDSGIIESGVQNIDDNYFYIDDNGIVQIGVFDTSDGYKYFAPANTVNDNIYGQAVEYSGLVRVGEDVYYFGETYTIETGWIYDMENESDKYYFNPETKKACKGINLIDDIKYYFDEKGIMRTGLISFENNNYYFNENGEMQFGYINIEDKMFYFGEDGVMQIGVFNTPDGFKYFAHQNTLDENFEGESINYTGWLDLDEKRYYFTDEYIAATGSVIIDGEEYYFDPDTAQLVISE
3CLpro inhibitor = SARS-CoV 3CLpro protease inhibitors, primary screen, biochemical, quenched FRET | Replicase polyprotein 1ab (Severe acute respiratory syndrome coronavirus), P0C6X7 | recombinant SARS-CoV 3CLpro, quenched FRET peptide cleavage | inhibition, % at 6 µM | 290,000 tested, 0.14% active; in the data active = inhibition above about 12%
MazF activator = activators of E. coli MazEF toxin-antitoxin RNase, primary screen, biochemical, fluorescence, uHTS; FAM/BHQ RNA-DNA oligo cleavage fluorescence, 5 h; activation, % at 20 µM; 350,000 tested, 0.32% active; in the data active = activation above about 50%
PfHsp40 yeast = rescue of yeast from PfHsp40 toxicity, primary screen, S. cerevisiae, ATP luminescence; AID 504582, 2011; growth rescue, % at 12.5 µM; 340,000 tested, 0.68% active; S. cerevisiae expressing PfHsp40, growth rescue; in the data active = growth rescue above about 28%, passing the limit was not always enough;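 also: yeast W303a lacking pdr1 and pdr3 grown in galactose medium; growth measured after three days at 30 °C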
Rv3671c inh = Rv3671c serine protease inhibitors, primary screen, biochemical, fluorescence polarization, M. tuberculosis H37Rv; P9WHR9; inhibition, % at 5.96 µM; 320,000 tested, 0.048% active; in the data active = inhibition above about 38%;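 also: extracellular domain of Rv3671c used as enzyme; 0% = enzyme with DMSO and 100% = no enzyme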
BH1578 lux ind = inducers of Vibrio cholerae quorum light production without autoinducers, primary screen, BH1578 luxS cqsA deficient, single point; activation, % at 18.7 µM; V. cholerae BH1578 lux reporter, luminescence, 6 h; 350,000 tested, 0.16% active; in the data active = activation mostly above about 9.7%, no sharp cut-off; also: not every result past the cut was called active; inactives centre near 0; reference of the scale not given here
SSB-PriA inh = inhibitors of Klebsiella pneumoniae PriA binding to SSB C-terminal tail, primary screen, biochemical, AlphaScreen; PriA–SSB C-terminal tail interaction (Klebsiella pneumoniae); AlphaScreen SSBct-PriA binding, biotinylated peptide; inhibition, % at 33 µM; 430,000 tested, 0.6% active; AID 1272365, 2023; in the data active = inhibition mostly above about 37%, no sharp cut-off; inactive = mostly below about 20%;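 also: plate controls were negative control peptide for no effect and reference peptide for full effect; strong numbers were not always called active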
Anthrax LF inh2 = Bacillus anthracis LF protease inhibitors, primary screen, biochemical, multiplex microsphere, MLPCN library. AID 588501, 2011. Lethal factor (Bacillus anthracis), P15917. 360,000 tested, 0.12% active. inhibition, % at 10 µM. multiplex microsphere protease cleavage assay; in the data active = inhibition above about 30%; also: plate controls were buffer without enzyme for full effect and enzyme alone for no effect
DUSP3 inh = VHR1 phosphatase inhibitors, primary screen, biochemical, absorbance, uHTS | 290,000 tested, 0.52% active | recombinant VHR phosphatase, pNPP absorbance | Dual specificity protein phosphatase 3 (Homo sapiens), P51452 | AID 1654, 2009 | inhibition, % at 13.3 µM; in the data active = inhibition above about 50%; also: some compounds called inactive have numbers as strong as hits
* hit, by the source's call; i = inactive; . = no result given; + = active, no number; & = joins results of further samples. An excerpt; count on the stated rates, not on these rows.

SMILES | Y pestis TopoI | TcdB inh | 3CLpro inhibitor | MazF activator | PfHsp40 yeast | Rv3671c inh | BH1578 lux ind | SSB-PriA inh | Anthrax LF inh2 | DUSP3 inh
CC(C)c1nc(C(=O)N2CCCC(CCC(=O)N(C)CCc3ccccn3)C2)cs1 (stereo not given) | -5.3 | 0.1 | 5.2 | 5.9 | -0.6 | 0.3 | -0.3 | -8.2 | -2.0 | -1.3
Cn1c(=O)c(C(=O)c2ccccc2)nc2ccccc21 | 5.1 | . | -2.1 | 0.2 | 0.7 | 6.7 | 0.2 | -2.0 | 0.3 | 51.9*
CN1CCN(CC(=O)Nc2ccccc2[N+](=O)[O-])CC1 | -8.2 | . | 1.8 | 3.9 | 0.8 | 4.9 | i | 3.3 | -1.6 | 9.1
COc1ccc(CCNC(=O)CCn2c(SCC(=O)N3CCCC3)nc3ccccc3c2=O)cc1OC | -0.5 | -0.6 | 8.3 | 10.1 | -2.2 | 0.5 | i | -10.4 | -7.8 | 18.8
O=C1CCC(C(=O)NCCCn2ccnc2)N1 (stereo not given) | -3.7 | . | 7.8 | -5.6 | 1.3 | -5.9 | i | 2.5 | -2.0 | 2.6
Cc1cc(=O)[nH]c(SCC(=O)N2c3ccccc3CC2C)n1 (stereo not given) | 2.8 | . | -2.9 | -14.6 | 1.3 | 1.8 | 0.5 | 2.2 | 5.7 | 40.5
OC(c1nc2ccccc2[nH]1)C(O)c1nc2ccccc2[nH]1 (stereo not given) | 1.4 | 0.8 | -2.1 | 5.2 | -0.1 | 0.0 | 0.5 | -1.0&-3.6 | -1.7 | -6.4
O=C1OC(Cc2ccccc2)C(c2ccccc2)C1=O (stereo not given) | 9.0 | 1.9 | . | 12.2 | -0.6 | . | -7.6 | -5.6 | -7.1 | .
CC1(c2ccccc2)CC(C)(C)N2C(=O)Cc3cccc1c32 (stereo not given) | 10.1 | 2.4 | 0.9 | -3.1 | 1.3 | -6.1 | -2.1 | 0.1 | -2.7 | 16.0
CC(C)CNC(=O)COc1ccc(Sc2ccc(OCC(=O)NCC(C)C)cc2)cc1 | 4.8 | . | -6.1 | -1.9 | -1.3 | -9.3 | -0.2 | 2.4 | 0.8 | 12.6
CCOC(=O)[C@H]1[C@H]2COc3ccc(Br)cc3[C@@H]2N2C(=O)CN(Cc3ccc(C)cc3)C(=O)[C@@]12C | 21.0 | -5.4 | . | -0.9 | 0.4 | 1.7 | i | 2.8 | -1.4 | .
CCOc1ccc(CCNC(=O)C2CCN(c3nn4c(=O)cc(C)nc4s3)CC2)cc1OCC | 10.1 | . | -1.7 | 1.7 | 2.5 | -2.8 | i | -3.9 | -2.2 | 10.8
CC12CCC(C(=O)O)(C/C1=N\O)C2(C)C (stereo not given) | 6.3&4.3 | . | -1.6&-0.3 | 4.7&-7.7 | -0.1&0.2 | -7.3&-0.6 | -0.3&-1.4 | . | 0.1&2.1 | -14.5&4.9
CC1Oc2ccccc2N(CC(=O)NCCCN2CCOCC2)C1=O (stereo not given) | 1.9 | -0.2 | -5.4 | -2.4 | 0.8 | 1.9 | -0.3 | -3.9 | -0.6 | 24.1
O=[N+]([O-])c1ccccc1NCc1ccccc1Cl | 3.5 | 0.3 | 7.2 | -7.6 | -2.1 | 1.7 | i | -2.8 | -1.4 | 7.8
CCc1c(C)nc(SCC(=O)Nc2cccc(Br)c2)[nH]c1=O | 0.0 | . | -1.0 | 0.9 | -0.7 | 1.2 | -0.5 | -4.3 | 2.8 | 14.5
COc1cc(SC)ccc1C(=O)NCCOc1ccccc1Cl | 13.1 | . | 2.0 | -0.5 | -0.9 | -11.6 | i | -20.6 | -7.1 | 16.7
N#CC(C(=O)NCc1ccccc1)c1nc2ccccc2nc1N1CCCC1 (stereo not given) | 1.5 | . | 4.1 | + | -0.7 | -24.6 | i | -23.0 | 4.8 | 14.3
COc1ccc(S(=O)(=O)N2CCOC23CCN(S(=O)(=O)c2cc(F)ccc2F)CC3)cc1 | 0.1 | -0.3 | . | -1.6 | -1.8 | 8.2 | -1.8 | 3.3 | 0.5 | .
O=[N+]([O-])c1ccc(-c2n(-c3ccccn3)c3ccccc3[n+]2-c2ccccn2)cc1 | -0.6 | 2.5 | 0.7 | 0.8 | -1.2 | -3.5 | -0.6 | 8.6 | 7.9 | 12.7
CCOc1ccccc1NC(=O)C(=O)CC(=O)c1ccc(OC)cc1 | 8.4 | 0.8 | 4.1 | 9.5 | 2.4 | -3.1 | -0.3 | -4.8 | -13.5 | 30.3
COc1ccc(CCN=C(N)C(C)c2ccccc2)cc1OC (stereo not given) | -3.2 | 0.6 | 0.0 | 11.2 | -0.3 | -5.3 | i | 2.5 | 2.6 | 11.2
C=CCOc1cccc(C2C(C(=O)c3ccc(C)o3)=C(O)C(=O)N2c2nnc(C)s2)c1 (stereo not given) | 2.4 | 1.3 | . | . | -1.7 | 0.5 | i | . | -1.2 | .
COC1OC(CO)C(N=C(C)C)C1O (stereo not given) | -0.7 | 0.2 | . | -13.3 | -0.3 | . | i | 3.0 | -8.5 | .
Cc1ccc(C(=O)COC(=O)c2cc(Cl)ccc2O)cc1[N+](=O)[O-] | -1.2 | 1.4 | -2.9 | 6.0 | 1.0 | 1.4 | 0.6 | -10.9 | -1.4 | 2.5
CC(C)(CNC(=O)c1ccc(Br)o1)CNC(=O)c1ccc(Br)o1 | 6.6 | 1.5 | -0.7 | 0.4 | 0.0 | . | -1.1 | 0.9 | 2.1 | 20.8
c1ccc(Cn2nnc3c(NCc4ccc5c(c4)OCO5)nc(C4CC4)nc32)cc1 | 6.5 | . | 0.9 | 0.3 | -0.8 | 3.9 | . | -4.1 | 2.3 | 14.6
O=C(NNc1cccc(Cl)n1)Nc1ccccc1Cl | 6.8 | . | 3.6 | 6.3 | 0.1 | -0.9 | 1.1 | -10.9 | -3.0 | 20.5
O=C(Cc1ccccc1)NCC(=O)N1CCC1 | 2.9 | 0.9 | 1.7 | 3.5 | 0.5 | 2.3 | -0.5 | 0.4 | -2.1 | -7.2
COc1ccccc1CC(=O)N1CCN(c2ccccc2)CC1 | 1.1 | 1.9 | -4.4 | -11.7 | -0.6 | -4.6 | i | -8.8 | -6.3 | 8.8
COc1ccc(Cl)cc1N1C(=O)C2CCCN2C1c1cccc(F)c1 (stereo not given) | 7.4 | 0.7 | 1.8 | -7.1 | 1.4 | -2.4 | -0.4 | 1.1 | -2.7 | 12.4
CN(C)C(=O)c1cc(C(=O)c2ccccc2F)c[nH]1 | 3.0 | 0.9 | -3.7 | 10.4 | -1.8 | -3.2 | 1.8 | -1.2 | -4.4 | 30.8
O=C(NCC1CCCN(Cc2ccc3nonc3c2)C1)c1cccc(C(F)(F)F)c1 (stereo not given) | 3.1 | 0.0 | -1.7 | 1.2 | -0.3 | -13.3 | -1.4 | -6.4 | -2.3 | -9.2
CCC1CCCCN1C(=O)c1cccc(S(=O)(=O)Nc2cc(C(F)(F)F)ccc2Cl)c1 (stereo not given) | 27.9 | -1.1 | 1.7 | 0.1 | 10.3 | 4.7 | i | -7.1 | 2.4 | -1.5
O=C(COC(=O)CNC(=O)c1ccc(Cl)cc1Cl)Nc1cccc(S(=O)(=O)N2CCCC2)c1 | 38.7 | -0.2 | . | 0.2 | -0.2 | 2.1 | i | -6.9 | -3.2 | .
CC1(c2ccc(OC(F)F)cc2)NC(=O)N(CC(=O)NCCC2=CCCCC2)C1=O (stereo not given) | -2.6 | -0.9 | . | 4.7 | -0.5 | -8.0 | 0.0 | -12.8 | . | .
Cc1ccc(S(=O)(=O)N(C)CCCC(=O)Nc2ccccn2)cc1 | 1.3 | 0.3 | . | 6.0 | 0.1 | 3.2 | i | -13.4 | -2.1 | .
COc1cc(NC(=S)NC(=O)c2ccccc2C)ccc1NC(=O)c1cccs1 | -3.7 | . | -0.1 | -4.5 | 0.7 | -6.2 | -7.7 | -14.0 | -2.2 | 3.6
CCOC(=O)c1ccc(NC(=S)N(Cc2cccnc2)Cc2ccco2)cc1 | 8.0 | 1.2 | 3.5 | 4.3 | 388.7* | -0.5 | 0.3 | 9.9 | -2.0 | 5.5
Cn1cc(S(=O)(=O)N2CCN(c3ccccc3)CC2)c(=O)n(C)c1=O | 0.6 | 2.1 | 1.8 | -6.0 | 2.5 | -7.1 | -0.3 | -3.4 | -3.5 | 10.8
CC12CCC(=O)N1C(C(=O)NNC(=O)c1cccc(Cl)c1)CS2 (stereo not given) | 1.9 | -1.6 | . | 8.1 | 0.3 | 2.2 | i | -6.3 | -4.2 | .
C=CCNCc1cccn1-c1ccccc1 | 3.2 | -1.5 | -0.5 | 14.8 | 1.1 | 3.1 | -0.5 | -16.4 | 0.5 | 17.7
CCOc1ccc(NC(=O)CN2CC(c3ccccc3)CC2=O)cc1 (stereo not given) | 10.8 | -0.8 | -1.8 | -0.1 | 0.4 | 0.0 | -0.2 | -4.5 | -2.8 | 2.4
Cc1ccc(N(Cc2cc3ccc(C)cc3[nH]c2=O)S(C)(=O)=O)c(C)c1 | 2.4 | 2.8 | -0.8 | 5.6 | 1.0 | -8.3 | -0.3 | 6.1 | -1.7 | 1.5
O=S(=O)(c1ccccc1Br)N(Cc1ccccc1)CC(O)COCc1ccccc1 (stereo not given) | 38.9 | 0.7 | . | 0.3 | 12.3 | . | -1.1 | -21.7 | -3.5 | .
CC(=O)C1=C(O)C(=O)N(CCCn2ccnc2)C1c1ccc(C)cc1 (stereo not given) | 4.4 | 1.1 | 3.5 | -4.0 | -1.6 | -4.0 | i | 1.5 | -1.7 | 15.7
O=C(CCCn1c(=S)[nH]c2ccc(Br)cc2c1=O)NCC1CCCO1 (stereo not given) | -3.0 | . | -5.6 | 3.7 | 6.1 | 3.9 | -0.3 | -13.4 | -0.5 | 14.4
c1c2c(cc3sc(N4CCOCC4)nc13)OCCO2 | -7.0 | . | -4.7 | 8.2 | -3.0 | -5.3 | -10.9 | -5.9 | 3.9 | 1.2

In the list so far, these contain an NH in an aromatic ring.
SMILES | Y pestis TopoI | TcdB inh | 3CLpro inhibitor | MazF activator | PfHsp40 yeast | Rv3671c inh | BH1578 lux ind | SSB-PriA inh | Anthrax LF inh2 | DUSP3 inh
Cc1cc(=O)[nH]c(SCC(=O)N2c3ccccc3CC2C)n1 (stereo not given) | 2.8 | . | -2.9 | -14.6 | 1.3 | 1.8 | 0.5 | 2.2 | 5.7 | 40.5
OC(c1nc2ccccc2[nH]1)C(O)c1nc2ccccc2[nH]1 (stereo not given) | 1.4 | 0.8 | -2.1 | 5.2 | -0.1 | 0.0 | 0.5 | -1.0&-3.6 | -1.7 | -6.4
CCc1c(C)nc(SCC(=O)Nc2cccc(Br)c2)[nH]c1=O | 0.0 | . | -1.0 | 0.9 | -0.7 | 1.2 | -0.5 | -4.3 | 2.8 | 14.5
CN(C)C(=O)c1cc(C(=O)c2ccccc2F)c[nH]1 | 3.0 | 0.9 | -3.7 | 10.4 | -1.8 | -3.2 | 1.8 | -1.2 | -4.4 | 30.8
Cc1ccc(N(Cc2cc3ccc(C)cc3[nH]c2=O)S(C)(=O)=O)c(C)c1 | 2.4 | 2.8 | -0.8 | 5.6 | 1.0 | -8.3 | -0.3 | 6.1 | -1.7 | 1.5
O=C(CCCn1c(=S)[nH]c2ccc(Br)cc2c1=O)NCC1CCCO1 (stereo not given) | -3.0 | . | -5.6 | 3.7 | 6.1 | 3.9 | -0.3 | -13.4 | -0.5 | 14.4
